# Source: PubChem BioAssay (several laboratories)
# SR-BI HDL uptake – inhibitors of SR-BI mediated HDL lipid uptake, primary screen, ldlA[mSR-BI] cells, fluorescence, single point; Scavenger receptor class B member 1 (Mus musculus), Q61009; ldlA[mSR-BI] CHO cells, DiI-HDL uptake fluorescence, 3 h; inhibition, % at 12.5 µM; hit rate 0.96% among 320,000; AID 488896, 2010;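 active means mean replicate inhibition of at least 70% and a set share of replicates each scoring 70 or more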;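 further: 0% = median of neutral control wells and 100% = median of positive control wells; values of inactives mirror those of a sister screen read the other way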
# Target sequence (Q61009 whole entry, looked up): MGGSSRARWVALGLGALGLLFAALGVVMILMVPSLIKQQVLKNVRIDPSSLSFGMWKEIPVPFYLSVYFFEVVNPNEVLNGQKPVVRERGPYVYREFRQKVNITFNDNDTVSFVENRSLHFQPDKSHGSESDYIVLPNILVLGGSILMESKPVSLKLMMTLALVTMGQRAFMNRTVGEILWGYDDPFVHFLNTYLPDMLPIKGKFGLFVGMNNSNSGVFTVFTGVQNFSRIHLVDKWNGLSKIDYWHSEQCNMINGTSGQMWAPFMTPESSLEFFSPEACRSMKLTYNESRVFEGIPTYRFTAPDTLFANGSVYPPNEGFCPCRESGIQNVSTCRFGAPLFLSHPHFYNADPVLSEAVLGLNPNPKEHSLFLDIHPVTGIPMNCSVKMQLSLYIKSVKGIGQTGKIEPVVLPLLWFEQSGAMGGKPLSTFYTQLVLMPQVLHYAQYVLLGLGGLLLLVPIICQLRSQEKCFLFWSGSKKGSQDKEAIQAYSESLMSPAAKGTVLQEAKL
# CAL PDZ FP-1 – untagged CAL PDZ binding inhibitors, primary screen, biochemical, fluorescence polarization, HTS | inhibition, % at 24.9 µM | AID 602252, 2012 | hit rate 0.92% among 300,000 | purified CAL PDZ, TMR-peptide fluorescence polarization, 1 h;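 active means mean inhibition of at least 30% with at least half of replicates also reaching 30%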;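 further: 0% = DMSO neutral control and 100% = excess unlabeled competitor peptide PRC23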
# Wnt act – Wnt/beta-catenin pathway activators, primary screen, cell-based, plate reader, single point; Wnt/beta-catenin reporter cell assay, activator; activation, % at 9.35 µM; hit rate 1.2% among 300,000; AID 743398, 2014; in the data active means activation above about 30%, passing the limit was not always enough;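 further: 0% = neutral control wells and 100% = positive control wells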
# SR-BI DiI-HDL act – activators of SR-BI mediated DiI-HDL uptake, primary screen, ldlA[mSR-BI] CHO cells, DiI fluorescence | 3 h; 100 = double the neutral-control signal | activation, % at 12.5 µM | hit rate 0.096% among 320,000 | AID 504775, 2011;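 active means mean replicate activation of at least 60% and every replicate at or above 60%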;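 further: 0% = median plate neutral-control signal and 100% = twice that signal; values of inactives mirror those of a sister screen read the other way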
#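 Test system: SR-BI-overexpressing, LDLR-lacking CHO cells; Also added: labelled HDL, 10 µg/mL; Measured by: bottom-read cell fluorescence after medium removal, ex 550/em 595 nm; Timing: 3 h uptake period with compound, 37 °C; Buffer or medium: F12, 0.5% BSA, 25 mM HEPES; Doses: single compound concentration, delivered by pin transfer.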
# AddAB inh – growth inhibition of E. coli expressing H. pylori AddAB, primary screen, AddAB inhibitor project, absorbance | inhibition, % at 11.9 µM | hit rate 0.29% among 330,000 | AID 435030, 2010; in the data active means inhibition above about 12%;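 further: 0% = vehicle wells of infected cells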
# CAL PDZ FP-2 – CAL PDZ peptide-binding inhibitors, primary screen, biochemical, fluorescence polarization, Cer-tagged CAL PDZ, HTS; purified CAL PDZ, TMR-peptide fluorescence polarization, 1 h; Golgi-associated PDZ and coiled-coil motif-containing protein (Homo sapiens), Q9HD26; AID 504414, 2011; hit rate 0.02% among 330,000; inhibition, % at 20 µM;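 active means highest replicate inhibition of at least 40%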;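 further: plate controls were DMSO neutral control wells for no effect and unlabeled competitor peptide control wells for full effect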
#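 Assay system – tagged CAL PDZ protein CerCALP, purified · Timing – 1 h at RT · Compound – single point, 20 µM · Measured by – fluorescence polarization from S- and P-plane intensities, G-factor corrected · Evaluation – inhibition from polarization loss · Probe or stimulus – TMR reporter peptide T*-PRC34 · Buffer or medium – pH 7.4 phosphate-saline buffer, reducing agent, detergent, IgG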
# MITF TRPM1 HTS – activators of MITF-driven TRPM1 promoter reporter, primary screen, cell-based, SK-MEL-5, luciferase, single point | SK-MEL-5 TRPM1-promoter luciferase, 24 h; % of positive control, neutral wells = 0 | activation, % at 12.5 µM | hit rate 0.75% among 300,000 | AID 588334, 2011;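 active means mean activation of at least 80% with every replicate also reaching 80%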;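 further: 0% = neutral control wells and 100% = parthenolide positive control wells; values of inactives mirror those of a sister screen read the other way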
# phage Ecoli inh – growth loss of phage-infected E. coli, primary screen, RecBCD inhibitor project, absorbance, with phage, HTS; inhibition, % at 11.9 µM; hit rate 0.26% among 360,000; AID 651602, 2012; in the data active means inhibition above about 11%
# Ecoli viability – E. coli V3065 growth inhibition, primary screen, counter-screen for AddAB inhibitor project, absorbance, OD600. inhibition, % at 11.9 µM. AID 449728, 2010. 18 h. hit rate 0.27% among 330,000;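 active means inhibition above the campaign's mean inhibition across all tested compounds plus 3 SD, cut at about 9.9% in these data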;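 further: uninfected addAB+ strain grown without phage in ampicillin broth; 0% = DMSO wells and 100% = ciprofloxacin 0.95 µg/ml wells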
# Tat export inh – E. coli Tat export inhibitors, primary screen, MC4100, TorA-mCherry reporter, fluorescence, single point; AID 488895, 2010; inhibition, % at 10 µM; hit rate 0.036% among 340,000;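 active means mean replicate inhibition at least 50% and at least half of replicates individually reaching 50%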;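 further: exported cargo escapes ClpAP degradation while cytoplasmic cargo is degraded and loses fluorescence; 0% = median of neutral control wells and 100% = median of NaSCN control wells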
# * marks the source's active call; other numbers are inactive results; / = no result given.
# Screens in order – Ecoli viability	AddAB inh	Tat export inh	SR-BI DiI-HDL act	SR-BI HDL uptake	CAL PDZ FP-1	Wnt act	MITF TRPM1 HTS	phage Ecoli inh	CAL PDZ FP-2
COc1ccc(C(=O)NC(C)c2nnc(SCC(=O)NC3=NCCS3)n2C)cc1 (centres undefined)
    -0.7	0.7	-5	/	/	/	-1	-10	2.7	-0.1
COc1ccc(NC(=O)C(C)N2CCN(C)CC2)cc1 (centres undefined)
    2.0	1.1	-2	-2	2	2	-1	3	1.1	1.2
CCn1c(=O)c(C(=O)NCc2ccc3c(c2)OCO3)c(O)c2ccccc21
    0.2	0.5	-1	16	-16	/	-4	-2	-1.6	1.4
Cc1ccc(C)c(N(C(=O)Cn2nnc(-c3cccs3)n2)C(C(=O)NC2CCCC2)c2ccncc2)c1 (centres undefined)
    -0.1	-1.9	9	17	-17	0	-3	0	2.9	0.2
c1ccc(-c2nn3cnnc3c3ccccc23)cc1
    0.7	7.8	4	-46	46	-2	0	-14	1.4	-4.1
O=C(Nc1ccc(F)c(F)c1)C1=COCCO1
    3.0	2.6	3	-2	2	-2	1	26	4.6	-2.5
COc1ccc(CCNC(=O)Cn2c(=O)c3cccn3c3cccnc32)c(OC)c1OC
    -0.9	3.7	-9	28	-28	-2	-1	-14	1.9	-2.6
CC(=O)C[C@@H](O)CC(=O)[C@H]1OC(=O)CCCCCc2ccccc21
    -2.0	1.9	-3	41	-41	-3	-2	-2	0.5	0.7
COc1ccc(NC(=O)CC(c2ccc(F)cc2)c2ccc(OC)cc2)cc1 (centres undefined)
    -0.7	4.5	0	-19	19	-9	/	3	-0.8	-3.8
CN1C(CC(=O)Nc2ccc(Cl)cc2Cl)c2ccccc2CC1(C)C (centres undefined)
    0.5	2.1	/	/	/	/	-10	/	0.4	/
C=CCNC(=O)/C(C#N)=C/c1c(N2CCN(c3cccc(Cl)c3)CC2)nc2c(C)cccn2c1=O
    -0.2	1.1	5	-19	19	/	-1	12	0.6	-0.8
O=C(O)c1ccc2c(c1)-c1nc3ccccc3n1C2=O
    0.5	0.5	-5	16	-16	-4	-3	-24	1.4	0.8
CN(C)c1ccc(C(C(=O)NCc2ccccc2)N(Cc2ccco2)C(=O)c2snc(C(N)=O)c2N)cc1 (centres undefined)
    -1.9	4.4	8	-9	9	-4	-3	-13	-3.3	-1.2
Cc1ccc(NC(=O)c2cc(S(=O)(=O)N3CCc4ccccc43)cn2C)cc1C
    -0.3	1.0	10	-53	53	/	-3	-8	0.7	-1.4
COCCNC(=S)NNc1cccc(C(=O)O)c1
    2.1	-1.0	-13	4	-4	0	0	-5	3.0	0.3

# Next section
# Screens in order – Ecoli viability	AddAB inh	Tat export inh	SR-BI DiI-HDL act	SR-BI HDL uptake	CAL PDZ FP-1	Wnt act	MITF TRPM1 HTS	phage Ecoli inh	CAL PDZ FP-2
CCC(C)NC(=O)N[C@@H](CCSC)C(=O)O (some centres undefined)
    -3.5	1.5	-3	13	-13	-1	5	3	3.1	-1.6
CCCn1c(CCc2ccccc2)n[nH]c1=S
    -1.9	-0.3	-2	2	-2	2	0	2	2.1	-0.6
O=C(NC1CC(=O)N(c2ccc(Cl)cc2)C1)C1CC1 (centres undefined)
    -0.4	5.2	5	16	-16	5	-1	16	2.4	0.0
O=c1[nH]c(CSc2ccccn2)nc2c1oc1ccccc12
    -0.7	0.5	1	12	-12	-3	13	-9	5.4	-1.5
CCOc1ccccc1C(=O)OC(C)C(=O)Nc1ccc(S(=O)(=O)N2CCCC2)cc1 (centres undefined)
    0.5	-1.3	5	-42	42	-1	1	-15	2.3	-0.2
CC1(C)CC(N=c2cc(-c3ccccc3)oc3ccc(Cl)cc23)CC(C)(C)N1
    /	/	5	-19	19	/	9	-52	2.4	-0.4
COc1ccc(C(=O)/C=C/Nc2c(C)n(C)n(-c3ccccc3)c2=O)cc1OC
    -1.1	2.4	9	6	-6	-4	/	11	-1.0	-0.6
CC(C)Cc1nc(SCc2cccnc2)c2c(=O)n(C)c(=O)n(C)c2n1
    1.0	0.8	6	2	-2	-3	-1	-7	2.6	-4.6
Cc1ccccc1NC(=O)c1sc(NC(=O)C2CC2)nc1C
    -0.1	1.9	-8	/	/	/	1	/	2.0	-1.3
O=C(c1cccs1)N1CCN(Cc2ccccc2[N+](=O)[O-])CC1
    0.5	4.1	1	11	-11	1	-1	10	-2.1	0.2
O=C(CSc1nnc(-c2cnccn2)n1Cc1ccco1)c1ccc(Cl)cc1
    -1.8	1.1	10	15	-15	2	/	/	0.2	-2.9
CC(=O)OC(C(=O)NC1CCCCC1)c1ccc(Cl)cc1 (centres undefined)
    0.8	3.8	9	-2	2	-1	2	-1	1.8	-0.8
CC(Oc1ccc(Cl)cc1Cl)C(=O)NC(=S)N1CCc2ccccc21 (centres undefined)
    -4.5	0.2	2	11	-11	-1	-2	-6	0.9	-0.6
O=C(Nc1cc(S(=O)(=O)N2CCOCC2)ccc1N1CCOCC1)c1ccc([N+](=O)[O-])s1
    -1.7	1.0	15	-12	12	-5	4	-82	3.5	-2.6
N#Cc1c(N)[nH]c(=S)c(C#N)c1-c1ccccc1
    -2.4	0.8	0	-3	3	/	/	2	2.1	0.2

# Next part.
# Screens in order – Ecoli viability	AddAB inh	Tat export inh	SR-BI DiI-HDL act	SR-BI HDL uptake	CAL PDZ FP-1	Wnt act	MITF TRPM1 HTS	phage Ecoli inh	CAL PDZ FP-2
CN1CCc2c(sc(NC(=O)c3ccc(C(=O)c4ccccc4)cc3)c2C(N)=O)C1
    -2.5	0.1	-14	-2	2	0	-1	-3	-0.9	-1.8
COc1ccc(CCNC(=O)CSc2nnnn2C)cc1OC
    3.0	0.7	-1	-3	3	/	0	/	3.0	0.4
CCOC(=O)c1sc(=NC(=O)c2ccc(S(=O)(=O)N3CC(C)OC(C)C3)cc2)n(C)c1C (centres undefined)
    1.9	0.3	-2	-44	44	-2	/	-1	0.9	-1.9
COc1cc2nc(N(CCN(C)C)C(=O)c3ccc4ccccc4c3)sc2cc1OC
    -1.4	0.8	0	-8	8	-3	/	1	/	-2.3
Cc1nc2ccccc2nc1SCC(=O)N1CCC(C)CC1
    -2.8	-1.6	7	-10	10	-3	/	/	0.4	-1.2
CNC(=O)CSc1nnc(-c2ccccn2)n1Cc1ccco1
    0.3	1.1	1	/	/	26	1	6	3.0	-0.3
COc1ccc(CNC(=O)c2nn(-c3ccccc3)cc2OC)cc1
    0.5	-0.3	-8	-34	34	1	-3	7	0.8	-0.2
Cc1sc2nc(SCC(=O)NCc3ccco3)n(Cc3ccccc3)c(=O)c2c1C
    -1.7	0.0	2	16	-16	-1	-1	-8	0.8	-0.2
CN(Cc1ccn[nH]1)C(=O)C1CCC(=O)N(Cc2cccc(C(F)(F)F)c2)C1 (centres undefined)
    0.0	2.4	0	4	-4	-4	0	1	-1.6	-1.4
Cn1cc(-c2nnc(-c3ccccc3)o2)c2ccccc21
    -1.2	-1.1	-3	-40	40	0	42*	17	0.5	-1.0
COC(=O)c1cc(C(=O)Nc2cc(C)on2)cc([N+](=O)[O-])c1
    -0.6	-1.2	-2	-30	30	-2	-1	/	2.1	-0.6
C=CCOc1c(Cl)cc(C(=S)N2CCCC2)cc1OCC
    -2.8	2.0	4	-12	12	-4	-3	-31	3.6	-0.1
CC1CCCN(C(=O)c2ccc3c(=O)n(Cc4ccc5c(c4)OCO5)c(=S)[nH]c3c2)C1 (centres undefined)
    -0.1	-1.0	-3	7	-7	/	/	-5	4.2	-0.2
N#CCN1C(=S)N=C(Nc2cccc(Cl)c2)C12CCCCC2
    -0.3	5.3	3	7	-7	-1	/	12	-0.6	-1.4
COc1cccc(/C=C/C(=O)Nc2cc(S(=O)(=O)N3CCOCC3)ccc2OC)c1
    /	/	7	-58	58	-5	-1	-4	1.8	-2.6

# The list goes on; it opens with the 3 that closed the last part.
# Screens in order – Ecoli viability	AddAB inh	Tat export inh	SR-BI DiI-HDL act	SR-BI HDL uptake	CAL PDZ FP-1	Wnt act	MITF TRPM1 HTS	phage Ecoli inh	CAL PDZ FP-2
CC1CCCN(C(=O)c2ccc3c(=O)n(Cc4ccc5c(c4)OCO5)c(=S)[nH]c3c2)C1 (centres undefined)
    -0.1	-1.0	-3	7	-7	/	/	-5	4.2	-0.2
N#CCN1C(=S)N=C(Nc2cccc(Cl)c2)C12CCCCC2
    -0.3	5.3	3	7	-7	-1	/	12	-0.6	-1.4
COc1cccc(/C=C/C(=O)Nc2cc(S(=O)(=O)N3CCOCC3)ccc2OC)c1
    /	/	7	-58	58	-5	-1	-4	1.8	-2.6
CC(=O)N1CCc2cc(S(=O)(=O)NC(Cc3ccccc3)C(=O)NC3CCCCCC3)ccc21 (centres undefined)
    -2.5	0.7	3	-10	10	-2	/	0	0.3	-1.7
COc1cc(NC(=O)c2cc(-c3cccc(O)c3)on2)cc(OC)c1OC
    0.8	1.3	7	-49	49	-6	-1	/	0.9	-2.3
COC(=O)C1=NN[C@H](C(=O)OC)[C@H]1c1ccccc1
    -0.2	3.7	0	22	-22	0	-4	12	0.6	-0.1
Cc1n[nH]c(=S)n1/N=C/c1ccc(OCc2ccc(Cl)cc2Cl)cc1
    -1.2	2.5	4	17	-17	0	22	59	2.1	-0.5
O=S(=O)(NCCc1nnc2ccc(SCc3cccnc3)nn12)c1ccccc1
    0.8	3.2	0	23	-23	/	0	1	4.5	-1.4
CC(C)(C)c1ccc(C2=CC(c3ccccc3F)n3ncnc3N2)cc1 (centres undefined)
    -0.4	0.2	5	7	-7	18	6	57	2.2	0.1
CC(C)CC(NC(=O)/C(=C/c1ccco1)NC(=O)c1ccc(Br)o1)C(=O)O (centres undefined)
    2.2	1.7	1	12	-12	-2	-3	3	1.5	0.1
Cc1ncc([N+](=O)[O-])n1CCOC(=O)NC(NCc1ccccc1)C(Cl)(Cl)Cl (centres undefined)
    0.2	-0.2	4	1	-1	-1	/	3	2.3	0.0
Cc1ccc(S(=O)(=O)N/N=C/c2cccn2-c2ccc(Cl)cc2)cc1
    3.5	4.5	11	2	-2	1	/	-4	0.1	-0.5
